# GAA glycogen: qHTS Assay for Inhibitors and Activators of Human alpha-Glucosidase Cleavage of Glycogen; Lysosomal alpha-glucosidase (Homo sapiens), P10253; recombinant GAA, glycogen substrate, Amplex Red glucose oxidase fluorescence; Potency, µM (titrated, usually from 76.4 µM), inactives show at the top dose activity change, negative = inhibition, usual class: inhibitors; 0.38% of 300,000 active;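 note: 0% = full enzyme reaction and -100% = no-enzyme basal signal; the screen sought inhibitors and activators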
#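 Recombinant enzyme (4 nM final) with compounds titrated up to 77 uM and bovine liver glycogen (30 ug) in citrate pH 5.0, 0.01% Tween-20, 37 C 40 min. Released glucose detected by Amplex Red/glucose oxidase (Ex 573/Em 610); AC50 from Hill fits.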
# TRb SRC2 PPI: qHTS for Inhibitors of the Interaction of Thyroid Hormone Receptor and Steroid Receptor Coregulator 2; Thyroid hormone receptor beta (Homo sapiens), P10828; TRbeta-SRC2 peptide binding, fluorescence polarization; receptor liganded with 1 µM T3; Potency, µM (titrated, usually from 106 µM), for the others: at the highest dose activity change, negative = inhibition, actives largely listed as inhibitors; 0.065% of 280,000 active;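 note: plate controls were bound peptide for no effect and peptide without receptor for full effect; nearly all actives have a fitted effect of over 50% in size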
# Target sequence (P10828 whole entry, looked up): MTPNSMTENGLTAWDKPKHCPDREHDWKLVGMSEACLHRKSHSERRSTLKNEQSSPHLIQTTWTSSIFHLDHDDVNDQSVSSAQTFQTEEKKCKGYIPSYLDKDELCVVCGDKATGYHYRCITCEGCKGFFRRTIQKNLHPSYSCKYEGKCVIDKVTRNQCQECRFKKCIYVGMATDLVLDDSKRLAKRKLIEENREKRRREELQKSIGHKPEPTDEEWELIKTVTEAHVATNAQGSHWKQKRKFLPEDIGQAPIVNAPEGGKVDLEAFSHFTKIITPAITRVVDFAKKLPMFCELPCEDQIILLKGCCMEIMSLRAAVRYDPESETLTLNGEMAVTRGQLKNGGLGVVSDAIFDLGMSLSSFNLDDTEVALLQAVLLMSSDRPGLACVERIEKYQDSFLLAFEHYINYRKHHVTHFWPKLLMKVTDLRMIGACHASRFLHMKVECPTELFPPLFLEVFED
#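 Decrease in fluorescence polarization of 20 nM Texas Red SRC2 coactivator peptide flagged inhibition of its binding to 0.6 uM TRb LBD; 1 uM T3 included, incubation 5 hr, ex 555/em 632 nm.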
# L3MBTL1 inh: qHTS Assay for the Inhibitors of L3MBTL1 | Potency, µM (series often up to 57.1 µM), for inactives: at the top dose activity, negative = inhibition, hits mostly inhibitors | 0.66% of 230,000 active | AlphaScreen L3MBTL1–H3K9me1 peptide binding; note: nearly all actives have a fitted effect of over 60% in size
#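 AlphaScreen proximity signal between nickel-chelate acceptor and streptavidin donor beads (final 10 ug/mL) reports binding of 50 nM L3MBTL1 to 75 nM biotin-H3 K9me1 peptide; complex incubated with compounds 30 min at room temperature; cefsulodin titration as control.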
# RGS12 GoLoco inh: qHTS Assay for Inhibitors of RGS12 GoLoco Motif Activity (Red Fluorophore); Guanine nucleotide-binding protein G(i) subunit alpha-1 (Homo sapiens), P63096; Gai1:RGS12 GoLoco peptide FP, rhodamine, 10 min; Potency, µM (doses to about 61.6 µM), without a hit: at the top dose activity, negative = inhibition, hits mostly inhibitors; 0.44% of 230,000 active; AID 880, 2007; active = well fitted inhibition curve with a large enough effect, not every such curve was filed as active; inactive = no such curve, though single readings can be large or run the other way; note: nearly all actives have a fitted effect of over 30% in size; many of its hits are not listed in these tables
# GAA spleen mod: qHTS Assay for Inhibitors and Activators of Human alpha-Glucosidase From Spleen Homogenate. human spleen homogenate, 4-MU-alpha-glucoside fluorescence. AID 2112, 2009. Potency, µM (series often up to 79.9 µM), for inactives: at the top dose activity change, negative = inhibition, actives largely listed as inhibitors. 0.006% of 240,000 active;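 note: 0% = enzyme with vehicle and -100% = no enzyme basal signal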
#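 Human spleen homogenate (1 ug) with 4-methylumbelliferyl-alpha-D-glucopyranoside (1 mM final) in 50 mM citrate/phosphate pH 5.0, 0.01% Tween-20; 40 min at 37 C. Stopped at pH 10; 4-MU fluorescence Ex 365/Em 440 nm; AC50 by Hill fit.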
# TR SRC2 fluor cs: Total Fluorescence Counterscreen for Inhibitors of the Interaction of Thyroid Hormone Receptor and Steroid Receptor Coregulator 2 | Potency, µM (titrated, usually from 106 µM), for the others: at the top dose fluorescence change, negative = quenching | 0.29% of 280,000 active | TRb/SRC2 Texas Red total fluorescence interference | AID 1479, 2009; active = well fitted curve in either direction with a large enough effect; inconclusive = small, poorly fitted or top-dose-only effect
#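 Flags fluorescent or light-absorbing compounds by total fluorescence, S + 2P, at 555 nm excitation and 632 nm emission. Mixture: 20 nM Texas Red SRC2 peptide, 0.6 uM human TRb LBD, 1 uM T3, 5% DMSO; compound exposure 5 h at ambient temperature.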
# RECQ1 helicase: qHTS Assay for Inhibitors of RecQ-Like Dna Helicase 1 (RECQ1); ATP-dependent DNA helicase Q1 (Homo sapiens), P46063; RECQ1 DNA unwinding, red fluorescence kinetic read; Potency, µM (highest dose often 57.3 µM), without a hit: top-dose activity, negative = inhibition, usual class: inhibitors; 0.54% of 240,000 active; AID 2549, 2010;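 note: plate controls were vehicle for no effect and no enzyme for full effect; nearly all actives have a fitted effect of over 30% in size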
# Target sequence (P46063 whole entry, looked up): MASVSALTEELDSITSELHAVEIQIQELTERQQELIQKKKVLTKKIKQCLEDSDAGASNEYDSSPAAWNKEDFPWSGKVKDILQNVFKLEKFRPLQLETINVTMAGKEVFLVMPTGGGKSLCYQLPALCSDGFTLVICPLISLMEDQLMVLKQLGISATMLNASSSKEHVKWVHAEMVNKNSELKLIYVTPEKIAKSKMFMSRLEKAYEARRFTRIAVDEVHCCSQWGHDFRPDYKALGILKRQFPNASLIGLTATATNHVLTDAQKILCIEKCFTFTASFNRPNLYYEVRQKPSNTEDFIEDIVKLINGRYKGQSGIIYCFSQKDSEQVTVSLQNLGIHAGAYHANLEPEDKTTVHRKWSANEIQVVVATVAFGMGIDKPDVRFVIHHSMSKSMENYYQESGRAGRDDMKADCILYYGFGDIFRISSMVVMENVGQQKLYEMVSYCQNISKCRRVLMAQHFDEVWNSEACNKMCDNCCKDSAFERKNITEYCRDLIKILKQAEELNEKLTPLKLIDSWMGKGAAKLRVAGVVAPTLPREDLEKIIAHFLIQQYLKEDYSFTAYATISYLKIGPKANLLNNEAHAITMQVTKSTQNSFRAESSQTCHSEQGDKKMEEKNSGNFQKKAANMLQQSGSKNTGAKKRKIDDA
#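 RECQ1T1 50 nM; forked duplex (20 bp + 30-nt ss tails) 200 nM, ATP 2 mM final; pH 8.0, 2 mM MgCl2, 2.5 ug/ml poly(dI-dC); 15 min compound preincubation; discontinuous kinetic read over 2 h at RT.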
# GAA inh: qHTS Assay for Inhibitors of Human alpha-Glucosidase as a Potential Chaperone Treatment of Pompe Disease. Lysosomal alpha-glucosidase (Homo sapiens), P10253. purified human GAA, 4-MU-alpha-glucoside fluorescence. Potency, µM (series often up to 76.9 µM), for inactives: at the highest dose activity change, negative = inhibition, most hits filed as inhibitors. 0.005% of 200,000 active. AID 1466, 2008;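 note: plate controls were uninhibited enzyme wells for no effect and no-enzyme background for full effect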
#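 AC50 values come from Hill fits of compound titrations (up to 77 uM) against 4 nM human enzyme. Substrate 4-methylumbelliferyl-alpha-D-pyranoside at 400 uM, pH 5.0 citrate buffer, 20 min room temperature; fluorescence Ex 365/Em 440 after alkaline stop.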
# Numbers without * were called inactive; i = inactive; ? = inconclusive; . = not tested or not shown; [ ] = remark or other dose. Unless noted, calls come from the whole dose curve; as a rule, active = well fitted curve in the direction sought with a large enough effect; inconclusive = small, poorly fitted or top-dose-only effect, or another doubt; inactive = no such curve, though single readings can be large; an effect the other way counts as inactive or inconclusive. Unless noted, % is set by controls: 0 for no effect and ±100 for the full control effect; potency is the fitted concentration of half-maximal effect.
SMILES,GAA glycogen,TRb SRC2 PPI,L3MBTL1 inh,RGS12 GoLoco inh,GAA spleen mod,TR SRC2 fluor cs,RECQ1 helicase,GAA inh
O=C(COC(=O)/C=C/c1ccccc1)Nc1ccccc1Br,0.7%,0.4%,-0.4%,-0.7%,-0.2%,0.6%,4.9%,6.5%
COC(=O)c1ccc(Sc2ccc(Cl)cc2)c(N)c1,-3.3%,1.4%,?,5.4%,-4.0%,-0.8%,-15.3%,5.4%
CCOc1ccc(NC(=O)CSc2nc3[nH]ncc3c(=O)n2-c2ccccc2OC)cc1,-5.5%,4.8%,1.4%,9.3%,-4.5%,-3.4%,-8.1%,-4.7%
CC1CN(C(=O)C2CCCC2)C(C)CN1C(=O)C1CCCC1 (centres undefined),11.8%,-9.7%,5.8%,-2.0%,6.2%,1.8%,-7.4%,?
CC(=O)N1CCN(CC(=O)Nc2sccc2C#N)CC1,-4.3%,3.6%,.,13.8%,-3.9%,-1.7%,?,-0.8%
CCC12CN3CC(CC)(CN(C1)C31C(=O)N(C)c3ccc(C)cc31)C2=O (centres undefined),0.4%,1.5%,.,6.8%,-2.3%,0.9%,16.0%,10.6%
COc1cc(/C=C2\SC(=S)N(N3CCOCC3)C2=O)cc(OC)c1OC,11.2%,-15.3%[53 µM],22.6%,-15.6%,-1.6%,-82.5%[53 µM],-3.5%,3.5%
COc1ccc(C(=O)c2ccc(OC)c(OC)c2)cc1OC,14.0%,-0.8%,-3.5%,6.7%,-6.0%,3.1%,-7.1%,-2.7%
CC(C)NC(=O)NC(=O)COC(=O)C1(C)CC1(Cl)Cl (centres undefined),-3.1%,2.8%,-22.0%,-2.3%,8.0%,-1.4%,i,2.2%
COc1c(O)cccc1O,.,3.6%,.,-13.6%,7.9%,0.1%,0.4%,.
COc1ccc(/C=N/n2cnn(Cc3ccccc3Cl)c2=S)cc1,-12.0%,-4.8%,-18.1%,-5.0%,3.8%,-2.3%,-10.8%,2.7%
COc1cccc(OCc2nnc(SCC(=O)NCc3ccco3)n2CCc2ccccc2)c1,-15.2%,3.9%,-21.0%,5.0%,0.5%,0.5%,?,-4.7%
CCc1c(C)nc2ncnn2c1N1CCC(C(=O)NCc2cccs2)CC1,-0.5%,-1.9%,0.7%,13.3%,-0.4%,-0.3%,-14.3%,7.7%
Cc1ccc(C(=O)CSc2nnc(C)s2)cc1,10.9%,2.5%,0.2%,6.8%,-0.7%,-0.9%,-8.4%,-9.9%
Cn1c(SCC(=O)c2ccccc2)nnc1-c1ccccn1,7.8%,-5.0%,-11.5%,-5.8%,-11.7%,-2.6%,-3.7%,.
CC(C)(C)NC(=O)CSc1nc(-c2ccccc2)c(-c2ccccc2)[nH]1,0.9%,-4.6%,.,-0.3%,1.6%,-0.3%,-7.6%,-7.5%
COC(=O)CSC1=C(C#N)C(c2ccccc2OC)C(C(=O)OC)C(=O)N1 (centres undefined),-4.3%,-12.7%,7.6%,0.8%,-4.0%,-0.9%,i,2.8%
Cc1c(C(=O)N2CCCCC2)sc(NC(=O)C(C)C)c1C#N,2.9%,-1.7%,2.9%,-4.1%,-2.0%,-2.6%,-3.9%,0.7%
CNC(=O)C1C2C=CC3(O2)C1C(=O)N(C1CC1)C3C(=O)NCc1ccc(OC)cc1 (centres undefined),1.7%,-12.1%,3.5%,4.0%,-18.3%,-2.2%,-2.3%,8.5%
O=C(NCc1ccccc1)Nc1cccn(Cc2ccc(F)cc2)c1=O,-0.4%,-5.8%,-2.4%,10.2%,-3.1%,6.6%,-12.4%,6.1%
COc1ccc(C(CC(=O)NCc2ccccc2)Sc2n[nH]c(-c3ccccc3)n2)cc1 (centres undefined),3.4%,1.8%,17.1%,-4.6%,0.0%,-0.2%,-5.6%,0.8%
COc1ccc(CCNC(=O)C2CCCN(S(C)(=O)=O)C2)cc1OC (centres undefined),-5.3%,-9.7%,.,-3.7%,-1.0%,2.9%,-17.0%,-0.1%
Cc1cccc(C)c1OC[C@H](C)N,.,4.4%[53 µM],.,-0.8%[21.6 µM],-1.4%[29.1 µM],-17.2%[53 µM],i,.
COCC#Cc1ccc(C2NC(C(=O)O)CCC2C)cc1 (centres undefined),.,-3.7%[11.2 µM],.,.,2.8%[17.4 µM],-3.9%[11.2 µM],i[11.5 µM],.
COc1ccc(C=NCC2COc3ccccc3O2)cc1OC (centres undefined),-2.0%,6.0%,.,9.7%,0.8%,1.2%,i,-25.3%[15.4 µM]

# The final 3 compounds of the section before come first, to join the parts:
SMILES,GAA glycogen,TRb SRC2 PPI,L3MBTL1 inh,RGS12 GoLoco inh,GAA spleen mod,TR SRC2 fluor cs,RECQ1 helicase,GAA inh
Cc1cccc(C)c1OC[C@H](C)N,.,4.4%[53 µM],.,-0.8%[21.6 µM],-1.4%[29.1 µM],-17.2%[53 µM],i,.
COCC#Cc1ccc(C2NC(C(=O)O)CCC2C)cc1 (centres undefined),.,-3.7%[11.2 µM],.,.,2.8%[17.4 µM],-3.9%[11.2 µM],i[11.5 µM],.
COc1ccc(C=NCC2COc3ccccc3O2)cc1OC (centres undefined),-2.0%,6.0%,.,9.7%,0.8%,1.2%,i,-25.3%[15.4 µM]
CCCOc1ccc(C(=O)NCc2cccnc2)cc1,4.6%,-0.4%,.,4.0%,-4.2%,1.4%,-3.8%,0.0%
COC(=O)c1nn(-c2ccc3c(c2)OCO3)cc1O,-5.2%,0.3%,4.6%,9.9%,-8.4%,-3.0%,-9.5%,-3.4%
CN(Cc1ncc[nH]1)Cc1cn(-c2ccccc2)nc1-c1ccc2c(c1)OCO2,-6.4%,-5.5%,-0.3%,4.3%,-1.3%,1.0%,i,.
COc1ccc(S(=O)(=O)N(C)C)cc1NC(=O)CSc1nnc(-c2cccnc2)o1,8.7%,4.1%,0.4%,1.6%,5.8%,-1.4%,-2.0%,-0.6%
O=C(COC(=O)c1ccc2ncsc2c1)NC(=O)c1ccccc1,-9.4%,7.2%,-6.3%,15.8%,0.5%,14.4%,-4.0%,-3.5%
CC1Cc2nc(SCC(=O)OCc3ccccc3)n(C)c(=O)c2S1 (centres undefined),-5.0%,-3.2%,-10.0%,24.4%,6.9%,-1.6%,8.7%,-3.7%
CCOC(=O)N1CCN(C(=O)c2ccc3c(=O)n(-c4ccc(OC)cc4)c(=S)[nH]c3c2)CC1,2.7%,4.4%,4.3%,2.4%,8.0%,4.3%,-18.7%,-1.5%
CCCCn1c(CCn2nc(C)c(Br)c2C)n[nH]c1=S,4.8%,-15.6%,.,-3.1%,-5.4%,1.5%,12.7%,1.7%
Cc1cc(C(=O)N2CCN(CCc3ccccc3)CC2)no1,1.1%,-14.8%,-0.4%,0.8%,1.6%,-4.7%,-4.7%,7.3%
Cn1c2ccc(F)cc2c2ncn(Cc3ccco3)c(=O)c21,-20.0%,-1.2%,.,-3.6%,11.8%,-4.1%,8.8%,2.0%
C/C(Cl)=C/Cn1c(SCCN2CCOCC2)nc2c1c(=O)[nH]c(=O)n2C,9.2%,-4.2%,-3.9%,-1.8%,-7.0%,-3.9%,-6.0%,-4.9%
O=C(c1cccs1)N1N=C(c2ccc(O)cc2)CC1c1ccccc1 (centres undefined),2.8%,1.9%,6.2%,8.6%,-7.5%,-3.5%,-19.4%,-6.1%
Cc1ccc2cccc(Oc3ncnc4scc(-c5ccccc5)c34)c2n1,4.7%,-2.0%,-0.5%,.,-4.4%,-1.9%,-7.9%,-9.1%
c1ccc(-c2n[nH]c(-c3ccccc3)c2-c2nc3ccccc3[nH]2)cc1,-8.9%,3.4%,-3.2%,4.8%,-3.8%,3.6%,-7.9%,?
Cc1ccc(O)c(C(=O)c2cc(C#N)c(=O)n(-c3nccs3)c2)c1,-8.9%,0.0%,-10.9%,112.1%[activator],-10.9%,-19.1%,?,-3.0%
Cc1ccc(C(=O)COC(=O)CCC(=O)Nc2cccc(Cl)c2)cc1[N+](=O)[O-],-8.9%,-1.8%,1.2%,25.4%,-4.4%,-0.3%,i,-12.0%
O=C(NCCc1ccccc1)C(c1ccncc1)N(C(=O)c1csnn1)C1CC1 (centres undefined),-5.9%,-5.9%,1.3%,7.3%,-12.1%,0.2%,-1.3%,-2.0%
COc1ccccc1C(=O)COC(=O)c1ccccc1OCC(=O)Nc1ccc(SC(F)F)cc1,0.3%,2.5%,8.8%,4.7%,8.3%,0.2%,-3.1%,-1.3%
COC(=O)c1cc(=O)n(Cc2ccc3c(c2)OCO3)c(=Nc2ccc(F)cc2)s1,7.9%,10.9%,.,-14.6%,6.9%,-1.1%,-7.2%,-3.1%
Cc1ccc(OCCCN2C(=O)C(=O)c3cc(C)ccc32)cc1,-13.3%,-1.1%,-24.0%,10.7%,-1.8%,-0.7%,-10.6%,-1.9%
O=C(CCCN1C(=O)CSc2ncccc21)N1CCN(c2cccc(C(F)(F)F)c2)CC1,0.4%,0.7%,-0.9%,-7.6%,0.5%,5.9%,-4.2%,-0.8%
O=[N+]([O-])c1cccc(-c2n[nH]c(=S)n2-c2ccc(Br)cc2)c1,1.8%,0.0%,-9.1%,2.5%,-2.5%,1.4%,19.0%,14.7%
CCS(=O)(=O)Nc1c(C(=O)OC)[nH]c2ccccc12,4.47µM*,-29.0%,1.0%,.,-1.0%,0.1%,i,-3.4%

# Screening results deposited in PubChem BioAssay by National Center for Advancing Translational Sciences (NCATS).

# A portion of the library; rates above refer to the full screens.
